# TDP2 inh: blocks human TDP2 phosphodiesterase activity; AID 720702; inhibition, % at 12.8 µM; recombinant TDP2, T5PNP hydrolysis, p-nitrophenol absorbance 415 nm; 0.34% of 370,000 active;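 active = inhibition above the mean of all tested compounds plus 3 SD, set per campaign, cut at about 25% in these data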;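 also: 0% = DMSO with enzyme and 100% = buffer with substrate but no TDP2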
#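 System: recombinant human TDP2 / Amount: 120 nM TDP2 per well / Also added: 5 mM T5PNP chromogenic substrate / Doses: 12.8 µM single point, 1% DMSO / Incubation: 2 h at 37 °C / Detection: p-Nitrophenol epi absorbance / Evaluation: % inhibition relative to enzyme-containing and enzyme-free wells / Repeats: singlicate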
# ARFGAP1 inh: inhibitors of rat ARFGAP1 | 0.26% of 360,000 active | inhibition, % at 16.5 µM | Q62848 | Arfgap1-stimulated ARF1 GTP hydrolysis, GDP FP detection | AID 651572;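 active = inhibition above a per-plate limit, mean inhibition of low control wells plus 3 SD, cut at about 25% in these data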;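 also: 0% = DMSO wells with enzyme and 100% = wells lacking Arfgap1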
# Target sequence (Q62848 1-136 limits assumed): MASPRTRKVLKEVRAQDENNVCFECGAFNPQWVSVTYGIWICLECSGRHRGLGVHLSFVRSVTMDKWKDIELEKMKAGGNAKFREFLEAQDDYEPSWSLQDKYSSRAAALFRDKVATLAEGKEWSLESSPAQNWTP
#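 Material – truncated rat Arfgap1 GAP domain · Buffer or medium – HEPES-based buffer, pH 7.5 · Reagent – human ARF1(Δ1-17)-GTP substrate · Dosing – 16.5 µM single point, 1.26% DMSO · Schedule – GTP hydrolysis reaction 2 h at 25 °C · Technique – GDP detection by fluorescence polarization · Benchmarks – No-Arfgap1 wells (100%) versus DMSO full-reaction wells (0%) · Repeats – single replicate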
# PLCb3 inh: inhibitors of human phospholipase C beta3. Purified PLC-beta3, fluorogenic substrate, fluorescence. inhibition, % at 12.2 µM. 0.18% of 370,000 active. AID 720704; in the data active = inhibition above about 11%;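 also: 0% = median of compound wells on plate and 100% = full blocker control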
# ADAM17 inh: inhibitors of human ADAM17. P78536. recombinant ADAM17, EDANS/DABCYL FRET peptide cleavage. inhibition, % at 6.95 µM. 0.83% of 370,000 active;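 active = inhibition above the mean of compounds lying between control limits plus 3 SD, set per campaign, cut at about 8.5% in these data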;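 also: 0% = DMSO-only wells as the low control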
# Tn6 DDE FP: DD(E)-Tn6 binding inhibition, primary FP screen; AID 720509; Fibrin DD(E) TRITC-Tn6 fluorescence polarization displacement; inhibition, % at 8.3 µM; 0.21% of 370,000 active; P02675;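 active = inhibition above a per-campaign cutoff: mean of compounds within control limits plus 3 SD, cut at about 15% in these data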;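 also: 0% = median of all compound wells on the plate and 100% = blocking peptide control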
# Target sequence (P02675 whole entry, looked up): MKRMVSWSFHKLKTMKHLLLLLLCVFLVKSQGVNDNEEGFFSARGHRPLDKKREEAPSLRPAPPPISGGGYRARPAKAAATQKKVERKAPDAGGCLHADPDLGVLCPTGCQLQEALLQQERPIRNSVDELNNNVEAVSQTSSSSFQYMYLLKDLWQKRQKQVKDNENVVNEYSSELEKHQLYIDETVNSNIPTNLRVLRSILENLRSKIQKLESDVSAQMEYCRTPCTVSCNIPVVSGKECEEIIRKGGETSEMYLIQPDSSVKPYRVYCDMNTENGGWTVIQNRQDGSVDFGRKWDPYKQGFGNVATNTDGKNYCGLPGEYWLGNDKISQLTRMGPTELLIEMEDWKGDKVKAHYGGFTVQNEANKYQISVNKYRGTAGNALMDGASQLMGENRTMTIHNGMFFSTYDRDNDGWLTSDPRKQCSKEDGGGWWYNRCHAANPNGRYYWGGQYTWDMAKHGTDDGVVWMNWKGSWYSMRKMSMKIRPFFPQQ
# DDE Tn7 FP inh: DD(E)-Tn7 binding inhibition, primary FP screen; AID 720508; inhibition, % at 8.3 µM; P02675; 0.13% of 370,000 active; FP displacement of FITC-Tn7 peptide from fibrin DD(E); 0% = median of compound wells per plate;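 active = inhibition above the mean of compounds falling within the control limits plus 3 SD of them, cut at about 14% in these data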;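 also: 0% = plate median of compound wells and 100% = 10 µM Aha-Tn7 peptide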
#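 Assay system: human fibrin DD(E). Input: DD(E) 2 µM final. Medium: Tris buffer with calcium and detergent, pH 7.8. Compound dosing: single point at 8.3 µM. Timing: 10 min plus 3 h, room temperature. Technique: fluorescence polarization of the labelled Tn7 tracer. Read-out: percent inhibition. Replicates: singlicate testing.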
# ASAP1 inh: inhibitors of human ASAP1 ArfGAP activity; Q9ULH1; inhibition, % at 16.5 µM; ASAP1-stimulated ARF1 GTP hydrolysis, GDP FP detection; 0.19% of 360,000 active; in the data active = inhibition above about 25%;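 also: 0% = vehicle with enzyme and substrate and 100% = no enzyme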
# Target sequence (Q9ULH1 325-724 limits assumed): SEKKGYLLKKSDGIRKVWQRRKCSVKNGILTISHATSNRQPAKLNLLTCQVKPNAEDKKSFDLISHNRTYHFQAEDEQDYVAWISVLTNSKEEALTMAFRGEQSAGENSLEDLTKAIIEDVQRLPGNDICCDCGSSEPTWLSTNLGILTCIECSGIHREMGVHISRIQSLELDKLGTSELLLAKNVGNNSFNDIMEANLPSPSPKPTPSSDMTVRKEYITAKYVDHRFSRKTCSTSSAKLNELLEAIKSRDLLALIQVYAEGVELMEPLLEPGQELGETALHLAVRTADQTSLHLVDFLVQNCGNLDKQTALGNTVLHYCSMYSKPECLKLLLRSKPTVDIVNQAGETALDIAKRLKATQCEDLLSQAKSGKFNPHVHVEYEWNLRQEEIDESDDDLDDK
# ADAM10 inh: ADAM10 inhibition, QFRET primary screen | O14672 | recombinant ADAM10, EDANS/DABCYL FRET peptide cleavage, 3 h | inhibition, % at 7 µM | 0.62% of 370,000 active | AID 720582;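 active = inhibition above a per-campaign cutoff equal to the mean of compounds falling between control-based bounds plus 3 SD, cut at about 20% in these data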;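 also: 0% = DMSO wells while the 100% control is not disclosed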
# PLCg1 inh: PLC-gamma1 (human) inhibition, primary screen; 0.84% of 370,000 active; P19174; purified PLC-gamma1, fluorogenic substrate, fluorescence; inhibition, % at 12.2 µM; in the data active = inhibition above about 9.5%
# SIAE inh: blocks human sialic acid acetylesterase; Q9HAT2; SIAE FP-Rh probe binding, fluorescence polarization; inhibition, % at 9.66 µM; 0.69% of 370,000 active; AID 1053197;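 active = inhibition above a cutoff: mean of compounds within the control limits plus 3 SD of those, cut at about 17% in these data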;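 also: 0% = plate median of compound wells and 100% = probe without SIAE protein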
# An asterisk follows results filed as active; . = not tested or not shown.
# Start of the data: the first 3 compounds, to show the layout:
# Order of results – TDP2 inh	ARFGAP1 inh	PLCb3 inh	ADAM17 inh	Tn6 DDE FP	DDE Tn7 FP inh	ASAP1 inh	ADAM10 inh	PLCg1 inh	SIAE inh
1) CCCCn1c(=O)n(C)c(=O)c2c3c(sc21)COC(C)(C)C3
 : 1	6	0	-17	-4	2	-1	-56	6	-3
2) CN(CC(=O)Nc1ccc(F)c(F)c1F)C(=O)c1n[nH]c(=O)c2ccccc12
 : 7	-6	-2	-7	1	-3	-8	-11	3	0
3) COc1cc(/C=N/NC(=O)c2ccncc2)ccc1OCC(=O)Nc1ccc(C)c(C)c1
 : 15	8	-24	-3	-6	0	-3	-7	-16	-10

# This part in full, from the first entry:
# Order of results – TDP2 inh	ARFGAP1 inh	PLCb3 inh	ADAM17 inh	Tn6 DDE FP	DDE Tn7 FP inh	ASAP1 inh	ADAM10 inh	PLCg1 inh	SIAE inh
1) CCCCn1c(=O)n(C)c(=O)c2c3c(sc21)COC(C)(C)C3
 : 1	6	0	-17	-4	2	-1	-56	6	-3
2) CN(CC(=O)Nc1ccc(F)c(F)c1F)C(=O)c1n[nH]c(=O)c2ccccc12
 : 7	-6	-2	-7	1	-3	-8	-11	3	0
3) COc1cc(/C=N/NC(=O)c2ccncc2)ccc1OCC(=O)Nc1ccc(C)c(C)c1
 : 15	8	-24	-3	-6	0	-3	-7	-16	-10
4) c1ccc(-n2nnnc2Cc2nnnn2-c2ccccc2)cc1
 : 9	0	3	1	-3	-4	7	4	1	6
5) O=C(CCCSc1nc2ccccc2[nH]1)N1CCN(c2ccccc2)CC1
 : -7	4	0	2	1	2	10	4	4	2
6) COc1ccc(N(C(=O)CNC(=O)c2ccco2)C(C(=O)NCC2CCCO2)c2ccccc2)cc1OC (stereo not drawn)
 : 4	11	-5	-1	0	-4	-1	-5	-3	7
7) COc1ccc(C(=O)Nc2c(N)nc(SCC(=O)Nc3ccc(C(C)=O)cc3)[nH]c2=O)cc1
 : 24	6	-11	-4	5	5	-10	0	0	-11
8) Cc1nc(SCC(=O)NCc2ccc3c(c2)OCO3)nc(C)c1C
 : -8	9	-7	-4	-6	-5	11	-6	4	-5
9) CCC(=O)NC(NC(=S)Nc1ccccc1Br)C(Cl)(Cl)Cl (stereo not drawn)
 : 4	-6	0	0	-6	-5	-5	-9	-1	-2
10) S=C(NNc1ccc2ccccc2c1)NC1CCCCC1
 : 5	2	-6	-5	-6	6	4	-9	-6	6
11) O=C1CCCc2oc3ccc(O)cc3c21
 : -3	-8	-1	-4	-1	3	-9	10	-3	-2
12) CC(NCC(=O)Nc1ccccc1C(=O)NC1CC1)c1ccc(S(C)(=O)=O)cc1 (stereo not drawn)
 : 4	-2	-5	-1	-2	6	5	-4	0	4
13) CCCCC(CC(C)O)c1n[nH]c(=S)n1-c1ccccc1 (stereo not drawn)
 : -4	-11	2	0	-1	8	-9	7	1	2
14) COc1ccc(CNC(=O)Cc2ccc(OC)c(S(=O)(=O)N3CCOCC3)c2)cc1
 : -6	-5	1	3	0	-4	6	3	6	4
15) COCCn1c(SCC(=O)c2c(N)n(C)c(=O)n(C)c2=O)nc2ccccc21
 : 3	0	-3	1	3	2	3	0	-1	-2
16) COc1ccc(Cc2nnc(NC(=O)c3cccs3)s2)cc1
 : -3	-3	-1	-4	7	-2	-7	0	1	-8
17) O=C(Nc1ccc(Cl)cc1F)c1cc(S(=O)(=O)N2CCCCC2)ccc1F
 : -11	-2	-2	-4	-2	1	-1	-7	12*	-5
18) CCC12CC3CC(C1)CC(C(=O)O)(C3)C2
 : 10	0	5	0	4	-6	-4	1	2	-3
19) CC(CC(=O)O)CC(=O)Nc1ccc(S(N)(=O)=O)cc1 (stereo not drawn)
 : 1	7	2	-2	-2	-6	6	2	1	3
20) CC1(C)S[C@@H]2C(C(=O)OCc3ccccc3)NC(=O)N2C1C(=O)OCc1ccccc1 (stereo partly drawn)
 : 11	-6	5	2	-8	-4	-1	4	2	-4
21) COc1ccc(NC(=O)CSc2ncnc3scc(-c4ccc(C)cc4)c23)cc1OC
 : -4	.	1	1	6	-2	.	2	-1	2
22) Cc1ccc(S(=O)(=O)Cn2nnnc2C(CC(C)C)N2CCN(c3ccccc3)CC2)cc1 (stereo not drawn)
 : 7	-1	3	-4	-8	-2	-7	6	1	0
23) CCc1ccc2nc(SCC(=O)N3CC(=O)Nc4ccccc43)c(C#N)cc2c1
 : 3	-3	0	-2	0	6	-1	-4	2	7
24) O=C(COC(=O)C1CC1)NCc1ccccc1
 : 7	3	-268	-2	-2	2	-13	-2	0	3
25) COc1ccc(Oc2nccc(-c3ccc(F)cc3)c2C#N)cc1
 : -17	9	8	-4	-11	-2	-8	2	-2	-8
26) COc1cc(/C=C/C(=O)OCC(=O)Nc2ccccc2Cl)cc(OC)c1OC
 : 3	-8	-6	-2	5	-3	-23	-12	-9	8
27) Cc1cccc(N2CCN(S(=O)(=O)c3ccc4c(c3)CC(C)N4C(=O)C3CC3)CC2)c1C (stereo not drawn)
 : 2	-6	2	-2	-3	9	0	1	0	0
28) Cc1ccccc1CC1(CO)CCCN(C(=O)CCN2CCCO2)C1 (stereo not drawn)
 : -10	0	-9	-1	7	-7	-8	5	4	5
29) COc1ccc(CC(NC(C)=O)C(=O)NC2CCN(C(=O)c3ccc(Cl)cc3)CC2)cc1 (stereo not drawn)
 : 15	7	-3	-1	-8	-4	9	-3	-1	-2
30) O=C1CC(N2CCN(Cc3ccc4c(c3)OCO4)CC2)C(=O)N1c1cccc(Cl)c1 (stereo not drawn)
 : -10	-7	1	3	-6	1	11	13	5	2

# Complete entries, looked up by structure. Order of values: TDP2 inh, ARFGAP1 inh, PLCb3 inh, ADAM17 inh, Tn6 DDE FP, DDE Tn7 FP inh, ASAP1 inh, ADAM10 inh, PLCg1 inh, SIAE inh
# COc1cc(/C=C/C(=O)OCC(=O)Nc2ccccc2Cl)cc(OC)c1OC as listed: 3, -8, -6, -2, 5, -3, -23, -12, -9, 8
# c1ccc(-n2nnnc2Cc2nnnn2-c2ccccc2)cc1 as listed: 9, 0, 3, 1, -3, -4, 7, 4, 1, 6
# CCC12CC3CC(C1)CC(C(=O)O)(C3)C2 as listed: 10, 0, 5, 0, 4, -6, -4, 1, 2, -3

# The list goes on.
# Order of results – TDP2 inh	ARFGAP1 inh	PLCb3 inh	ADAM17 inh	Tn6 DDE FP	DDE Tn7 FP inh	ASAP1 inh	ADAM10 inh	PLCg1 inh	SIAE inh
31) CCCCCCNC(=O)c1ncn[nH]1
 : 8	0	-5	-1	5	-4	-7	-6	0	-2
32) COc1ccc(NC(=S)NC(C)Cc2cccs2)cc1 (stereo not drawn)
 : -6	-1	-4	-4	-3	1	5	-5	4	-7
33) NC(=O)c1ccc(NC(=O)COC(=O)c2ccc(Br)o2)cc1
 : 3	3	-3	-6	3	0	-11	-10	2	-1
34) C[C@H]1CN([C@@H](C)CO)C(=O)CCCn2nncc2CO[C@H]1CN(C)S(=O)(=O)c1ccc2ccccc2c1
 : 4	-7	1	-6	2	-2	-17	-5	0	2
35) CC(=O)Nc1cccc(C(=O)OCC(=O)N2CCN(C(=O)COC(=O)c3cccc(NC(C)=O)c3)CC2)c1
 : 1	-7	-3	-3	-6	2	-20	-9	-2	-1
36) Cc1c(C(=O)N2CCCC2)sc(NC(=O)c2ccccc2)c1C#N
 : 7	0	-15	-5	0	-2	-1	-1	-19	0
37) Cc1ccc(C(=O)NC(=S)NNC(=O)c2ccccc2O)cc1
 : -3	11	-3	-1	1	-7	-6	2	2	11
38) O=C(NCCOC(=O)C1COc2ccccc2O1)c1cccnc1 (stereo not drawn)
 : 3	-3	0	0	-10	1	-1	4	2	0
39) CCOc1ccccc1NC(=O)CSc1nnc2ccc(-c3cccnc3)nn12
 : 2	-18	-7	0	-2	4	4	1	-2	4
40) Cc1ccc(S(=O)(=O)N2CC(=NO)C2)cc1
 : 4	5	0	-4	-4	-5	-7	-1	1	0
41) O=C(COc1ccc(Cl)cc1Cl)N/N=C/c1ccc[nH]1
 : -5	-4	-8	1	-4	1	7	8	3	1
42) Cc1ccccc1C1CCCN(Cc2nc(C3CC3)no2)C1 (stereo not drawn)
 : -3	1	-3	0	1	2	2	3	2	0
43) CCOc1ccc(C2c3[nH]c4ccccc4c3C[C@H]3C(=O)N(C4CCN(Cc5ccccc5)CC4)CC(=O)N23)cc1OC (stereo partly drawn)
 : -21	9	-5	3	4	-4	13	6	3	9
44) CCCCCCN1C[C@@H](n2cc(C3CC3)nn2)[C@H](O)C[C@@H]1c1ccc(C)cc1
 : -18	0	2	3	1	4	-12	1	-1	-7
45) Cc1nc(C)n(CC(=O)N2CCCC(C(=O)c3cccc4ccccc34)C2)n1 (stereo not drawn)
 : -6	-4	-2	0	8	-5	-4	-9	0	-2
46) Cn1nc(C(=O)OCc2ccc(Br)cc2F)c2ccccc2c1=O
 : -4	11	-14	-1	7	8	-5	0	0	6
47) CCCNc1ccc(S(=O)(=O)N(CC)CC)cn1
 : 11	5	4	-1	6	1	-4	-12	2	10
48) CSc1cccc(NC(=O)N2CCc3ccc(NC(=O)c4ccccn4)cc3C2)c1
 : 11	-13	-4	3	-2	7	-8	10	-2	-15
49) Cc1ccc(-n2nc(-c3ccc(OC(F)(F)F)cc3)cc2N)cc1C
 : -16	2	-8	3	11	-5	-8	8	-2	2
50) C[C@@H]1CN([C@@H](C)CO)S(=O)(=O)c2ccc(Br)cc2O[C@H]1CN(C)C(=O)Nc1ccc(C(F)(F)F)cc1
 : 0	16	-1	8	-8	1	3	21*	0	-15
51) O=C(CNS(=O)(=O)c1ccc(Cl)cc1)NC1CCCCC1
 : 6	14	-2	1	-1	2	0	2	3	2

# Screening data from PubChem BioAssay.
